NPY-Y2 antag: NPY-Y2 receptor antagonists, primary screen, cell-based; NPY-Y2 expressing cells, antagonist mode; 140,000 compounds, 0.99% hits; inhibition, % at 2.7 µM; in the data active = inhibition above about 17%;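 also: 0% = vehicle with agonist challenge and 100% = reference antagonist with challenge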
Target sequence (P49146 whole entry, looked up): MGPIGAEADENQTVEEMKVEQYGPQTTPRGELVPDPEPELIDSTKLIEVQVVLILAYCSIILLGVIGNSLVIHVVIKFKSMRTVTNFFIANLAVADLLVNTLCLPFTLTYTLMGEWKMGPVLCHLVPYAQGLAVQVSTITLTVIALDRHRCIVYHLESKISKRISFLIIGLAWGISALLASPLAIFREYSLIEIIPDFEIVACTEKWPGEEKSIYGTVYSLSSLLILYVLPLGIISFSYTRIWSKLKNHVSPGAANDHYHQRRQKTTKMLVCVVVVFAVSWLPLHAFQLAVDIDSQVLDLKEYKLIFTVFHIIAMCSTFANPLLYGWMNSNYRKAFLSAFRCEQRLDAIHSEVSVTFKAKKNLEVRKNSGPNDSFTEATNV
Yeast life ext: compounds extending yeast replicative lifespan, primary screen, S. cerevisiae, OD615; S. cerevisiae growth with nicotinamide; deaD strain in restrictive glucose medium; inhibition of the nicotinamide effect, % at 10 µM; 130,000 compounds, 0.68% hits; AID 775, 2007;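 active = inhibition above a set limit, placed 3 SD over the median of all compounds, cut at about 26% in these data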;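 also: 0% = nicotinamide-treated wells and 100% = cells grown without nicotinamide; some compounds called inactive have numbers as strong as hits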
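Test system – modified budding yeast, DeaD strain · Compound – single dose 10 µM compound, 0.25% DMSO · Times – culture preincubation 4 h, compound exposure 48 h, both 30 °C · Detection – optical density (absorbance) at 615 nm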
Measles CPE: compounds protecting cells from measles virus cytopathic effect, primary screen, measles RdRp inhibitor project, single point, MLSMR library, absorbance; Measles virus-infected cells, CPE protection; protection (pct of control), % at 4 µM; 140,000 compounds, 1.5% hits; AID 841, 2007; in the data active = protection mostly above about 24%, no sharp cut-off; inactive = mostly below about 26%; also: some compounds called inactive have numbers as strong as hits
Phagocytosis inh: inhibitors of macrophage phagocytosis, primary screen, imaging, J774A.1 cells, IgG beads; J774A.1 macrophage IgG-bead phagocytosis; inhibition, % at 5 µM; 110,000 compounds, 0.07% hits;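 active = inhibition above the mean of the plate negative controls plus 5 SD, cut at about 13% in these data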;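 also: phagocytic index as fraction of beads internalized from green versus red external bead signal; plate controls were DMSO negative control for no effect and cytochalasin-D positive control for full effect; some results beyond the cut were filed as inactive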
GALR2 antag: GALR2 antagonists in receptor-expressing cells, primary screen. antagonist mode. inhibition, % at 4 µM. 140,000 compounds, 0.39% hits. AID 828, 2007; in the data active = inhibition above about 27%;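 also: cells stimulated with galanin 1-16 at roughly its EC80; 0% = agonist challenge control and 100% = basal control without agonist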
Target sequence (O43603 whole entry, looked up): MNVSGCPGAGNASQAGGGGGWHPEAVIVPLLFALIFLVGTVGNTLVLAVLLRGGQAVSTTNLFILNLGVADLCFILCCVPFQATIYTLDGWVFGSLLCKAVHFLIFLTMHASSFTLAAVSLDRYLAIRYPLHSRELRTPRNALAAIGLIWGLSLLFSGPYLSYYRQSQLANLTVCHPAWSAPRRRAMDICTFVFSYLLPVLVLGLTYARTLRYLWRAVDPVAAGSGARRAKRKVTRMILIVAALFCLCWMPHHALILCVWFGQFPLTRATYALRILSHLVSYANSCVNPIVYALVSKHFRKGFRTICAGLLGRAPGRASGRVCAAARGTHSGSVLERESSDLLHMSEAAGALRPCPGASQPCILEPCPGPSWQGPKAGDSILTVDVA
MRP-1 activ: H69AR viability gain despite doxorubicin, primary screen, MRP-1 activator project, H69AR cells, CellTiter-Glo; viability rescue; viability increase, % at 10 µM; 140,000 compounds, 0.61% hits;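 active = viability gain under doxorubicin at or above a set limit, the compound median plus 3 SD, cut at about 4.7% in these data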;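 also: MRP-1 overexpressing cells given doxorubicin 25 µM after compound pretreatment; 18-22 h compound pretreatment then 72 h with doxorubicin before readout; 0% = doxorubicin-only wells and 100% = vehicle-treated cells without doxorubicin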
BB579 growth dn: growth inhibitors of yeast BB579 in restrictive medium, primary screen, yeast lifespan-shortening project, S. cerevisiae | 140,000 compounds, 0.51% hits | OD615, 48 h | inhibition, % at 10 µM;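 active = inhibition above a set limit, 3 SD over the mean compound inhibition, cut at about 44% in these data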; also: inactives centre near -24
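Material: Saccharomyces cerevisiae DeaD strain BB579, replicative lifespan model yeast; buffer or medium: CSMM-D restrictive synthetic medium containing dextrose (glucose); compound: 10 µM single dose, DMSO 0.25%; timing: 48 h compound exposure at 30 °C after 4 h preincubation; signal: turbidity as optical density at 615 nm; benchmarks: positive control amphotericin B 10 µg/mL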
E-sel TNF inh: E-selectin induction blockers in HUVEC – imaging, immunofluorescence, high content, primary screen. HUVEC TNFa-induced E-selectin immunofluorescence. inhibition, % at 2 µM. 120,000 compounds, 0.71% hits;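 active = inhibition above the batch mean plus 3 SD, and confirmed as a hit on visual image review, cut at about 43% in these data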;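 also: 0% = TNF-stimulated DMSO wells and 100% = unstimulated control wells; not every result past the cut was called active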
bCat KO growth: primary screen for growth suppressors in beta-catenin knockout HCT116 cells (colon tumor, human); AID 818, 2007; 140,000 compounds, 1.5% hits; HCT116 beta-catenin knockout viability, CellTiter-Glo, 60 h; stronger effect = lower value; viability, % at 10 µM;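 active = viability at or under a set limit, the compound median less 4 SD, cut at about 6% in these data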;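 also: 0% = Hyamine 1622 control at 20 µM and 100% = untreated cell control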
PTEN del growth: growth suppression of PTEN-null HCT116, primary screen, cell-based, CellTiter-Glo; HCT116 PTEN-null viability, 60 h; stronger effect = lower value; viability, % at 10 µM; 140,000 compounds, 1.2% hits;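 active = viability at or below a set limit, 4 SD under the median of all tested compounds, cut at about 3.7% in these data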;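 also: PTEN knockout HCT116 line with beta catenin targeted HCT116 as companion control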
The depositor's hits bear a star; . = not tested or not shown. Compounds as they come (roughly 6.1% active in at least one column).

SMILES	NPY-Y2 antag	Yeast life ext	Measles CPE	Phagocytosis inh	GALR2 antag	MRP-1 activ	BB579 growth dn	E-sel TNF inh	bCat KO growth	PTEN del growth
NC(=O)c1c(Nc2nc3c(F)cccc3s2)sc2c1CCCC2	-1	-2	8	-5	4	-2.9	-39	-11	83	89
O=C(CNS(=O)(=O)c1cccc2nsnc12)NCc1ccc(Cl)cc1	-1	-3	10	1	-2	-2.9	-18	10	85	84
COc1ccccc1NS(=O)(=O)c1ccc(C(=O)OCC(=O)NCc2ccco2)cc1	1	-23	5	3	-4	-2.6	7	1	80	87
Brc1cc2c(cc1/C=N/Nc1nc(N3CCCC3)nc(N3CCOCC3)n1)OCO2	-1	-14	2	.	7	1.4	-41	13	86	101
O=C(Cn1ncc2c1-c1ccccc1OC2)Nc1ccc(Cl)cn1	1	-2	13	1	21	-3.7	-6	.	87	82
Cc1ccc(SCC(=O)Nc2cccc(-c3nnc(-c4ccco4)o3)c2)cc1	6	-15	3	-1	0	1.1	-13	32	105	79
CCOC(=O)N1CCN(C(=O)CN(c2cc(Cl)ccc2OC)S(=O)(=O)c2ccccc2)CC1	8	-4	5	0	-9	-1.9	-13	.	92	86
COC(=O)c1cc(NC(=O)N2c3ccccc3Sc3ccccc32)cc(C(=O)OC)c1	0	-5	8	.	4	2.8	-65	-9	79	89
CCOCCCNC(=O)N1CCOCC1	1	-11	11	-2	-3	-0.9	-15	-6	95	98
COc1cccc(C(=O)N/N=C/C(Br)=C/c2ccccc2)c1	7	-8	5	-4	9	-6.3	-40	-6	2.8*	1.7*
Oc1[nH]c2ccccc2c1C=Nc1ccc2c(c1)OCO2	2	-17	6	-1	10	-0.6	-64	0	77	81
Brc1ccc2c(c1)OCCOCCOCCOCCOCCOCCO2	3	7	6	16	-30	-3.3	-19	.	71	65
Cn1c(=O)c2c(nc(NCc3ccc4c(c3)OCO4)n2Cc2ccc(F)cc2)n(C)c1=O	3	-12	16	1	1	-2.1	-32	17	35	32
O=C(Cc1ccccc1)NC1CCS(=O)(=O)C1 (centres undefined)	5	.	11	.	-13	-0.1	-15	1	99	97
Cc1cccc(NC(=O)CCCN2C(=O)c3ccccc3C2=O)n1	-1	-24	5	.	-5	-2.6	-36	-8	86	100
COc1cccc2c(O)cc(=O)n(C)c12	1	6	10	-2	2	-1.0	-45	5	97	98
CCc1ccc(-c2c(C)sc(NC(=O)C3CCC3)c2C#N)cc1	-1	6	9	4	-3	-0.4	-19	.	96	97
CCC(C)NC(=O)NC1C(NC(=O)NC(C)CC)N(C)C(=O)N1C (centres undefined)	-1	1	41	-3	-7	-3.4	-21	.	90	97
COc1cc(C2C(C#N)=C(N)OC3=C2C(=O)CCC3)ccc1OC(=O)N1CCOCC1 (centres undefined)	-2	-22	6	-1	-5	-2.5	-14	14	108	100
Cc1cccn2c(=O)c3cc(C(=O)NCc4ccco4)c(=N)n(C(C)C)c3nc12	2	-7	1	3	-6	-1.8	-12	3	68	71
Cc1[nH]c2ccccc2c1C(=O)CSc1ccccc1	-2	-1	22	-8	0	-1.4	-5	.	85	82
O=C(CN1CCC(c2nc3ccccc3s2)CC1)NCc1cccs1	9	-13	3	2	-14	-0.9	-38	22	45	56
CCOc1ccc(N(CC)C(=O)COc2cc(=O)n(CC)c3ccccc23)cc1	1	-14	10	-2	-5	-4.6	-18	9	97	79
CC(CCc1ccccc1)NC(=O)c1ccncc1 (centres undefined)	4	-1	17	-1	1	-0.7	-37	-4	102	92
CCOc1ccccc1C(=O)n1nc(C)cc1C	1	-13	31	.	2	-2.2	-28	19	89	94

SMILES	NPY-Y2 antag	Yeast life ext	Measles CPE	Phagocytosis inh	GALR2 antag	MRP-1 activ	BB579 growth dn	E-sel TNF inh	bCat KO growth	PTEN del growth
Cc1ccc(C)c(Cn2nnc3c(=O)[nH]c(C4CCN(C(=O)c5cccs5)CC4)nc32)c1	-1	-7	6	0	-7	-4.2	0	18	84	81
CC(C)OCCCNC(=S)Nc1ccc(S(N)(=O)=O)cc1	2	7	3	-2	4	-1.4	3	.	80	93
Cc1cc(C(=O)COC(=O)c2ccc3c(c2)OCO3)c(C)n1Cc1cccs1	7	0	11	-1	2	5.6*	-43	-30	71	91
CC1(C)CC(=O)C(C(C#Cc2ccccc2)C2=C(O)CC(C)(C)CC2=O)=C(O)C1	-1	12	2	2	11	-0.5	7	6	80	93
CCN(CC)S(=O)(=O)c1ccc(C(=O)N2CCCCC2)cc1	-2	-2	28	0	-7	0.1	-46	-8	87	103
CCCCCC(=O)NC(Nc1ccc(S(N)(=O)=O)cc1)C(Cl)(Cl)Cl (centres undefined)	1	0	3	-12	2	-2.8	-29	.	74	78
COc1ccc(S(=O)(=O)N2CCCC2C(=O)Nc2ccc(C(C)=O)cc2)cc1 (centres undefined)	-1	-5	22	0	6	-2.6	29	6	97	95
N#CC1=C(SCc2ccc(C#N)cc2)N=C(N)C(c2nc(-c3ccccc3)cs2)C12CCCCC2 (centres undefined)	1	0	24	.	-5	-4.3	-23	-18	55	45
COC(=O)c1cc(Cc2ccc(N)c(C(=O)OC)c2)ccc1N	-1	-20	5	0	-11	1.0	-15	-26	94	95
O=c1[nH]c2ccc(Cl)cc2c(-c2ccccc2)c1SC(=S)N1CCCCC1	1	-6	4	-1	-13	-0.2	-42	11	73	82
CCOC(=O)CSc1nnc2n(C3CCCCC3)c(=O)c3c4c(sc3n12)CCCC4	3	-6	4	0	1	-2.0	-53	-1	95	104
Cc1ccc(C(=O)N/N=C\c2cc3c(cc2Br)OCO3)s1	6	-4	16	-4	4	1.8	-23	.	97	95
CCOC(=O)C(NC(=O)CC)(Nc1ccc(S(=O)(=O)Nc2cc(C)on2)cc1)C(F)(F)F (centres undefined)	0	-4	14	0	4	-0.1	-4	10	86	102
O=C(COc1cccc2ccccc12)NNC(=O)c1cccs1	3	-9	7	.	-7	-0.6	-22	-4	89	99
O=C1CC(SC2=NCCS2)C(=O)N1c1ccc(Cl)cc1 (centres undefined)	5	4	9	-6	3	0.7	-31	9	96	94
Cn1c(C(=O)N2CCC(C(=O)N3CCN(Cc4ccc5c(c4)OCO5)CC3)CC2)cc2sccc21	-3	7	27	2	9	-1.4	14	-12	73	76
COc1ccc(N2C(=O)/C(=C\c3ccco3)N=C2SCC(=O)N(C(C)C)C(C)C)cc1Cl	18*	1	12	0	-8	-1.9	-51	13	50	50
COc1cc2cnc(Cl)nc2cc1OC	0	-2	7	-3	-8	-1.3	-13	.	91	97
OC1CCN(C(=S)NCCc2ccccc2)CC1	0	-5	31	-1	-2	-0.4	-28	1	105	101
COc1cccc(Nc2nnc(SCC(=O)N3CC(C)OC(C)C3)s2)c1 (centres undefined)	5	-4	11	1	-2	-2.8	17	-7	84	89
O=C(COc1ccc(Cl)cc1Cl)Nc1ccc(S(=O)(=O)NC2=NCCCCC2)cc1	4	3	8	-6	-8	-0.7	-7	4	89	94
Fc1ccc(CN2CCCCCC2)c(F)c1	1	-8	19	-1	5	-0.5	-17	-22	108	100
O=C(N/N=C/c1ccc([N+](=O)[O-])s1)c1cccc(Br)c1	2	.	4	.	-1	-6.4	-27	-9	7	4
Nc1nnc(CSCc2ccc(Cl)cc2)s1	0	-1	5	-2	-5	1.2	-29	8	92	88
c1ccc2nc(N3CCOCC3)c(N3CCOCC3)nc2c1	-2	-8	13	0	7	-1.2	-26	.	86	90

Single entries from the list.
O=C1CC(SC2=NCCS2)C(=O)N1c1ccc(Cl)cc1 (centres undefined) in bCat KO growth has 96
N#CC1=C(SCc2ccc(C#N)cc2)N=C(N)C(c2nc(-c3ccccc3)cs2)C12CCCCC2 (centres undefined) in bCat KO growth has 55
Cc1ccc(C(=O)N/N=C\c2cc3c(cc2Br)OCO3)s1 in NPY-Y2 antag has 6
CCCCCC(=O)NC(Nc1ccc(S(N)(=O)=O)cc1)C(Cl)(Cl)Cl (centres undefined) in PTEN del growth has 78
Cn1c(C(=O)N2CCC(C(=O)N3CCN(Cc4ccc5c(c4)OCO5)CC3)CC2)cc2sccc21 in Measles CPE has 27
O=C(N/N=C/c1ccc([N+](=O)[O-])s1)c1cccc(Br)c1 in E-sel TNF inh has -9

Five compounds from above, showing only BB579 growth dn.
SMILES | BB579 growth dn
Cc1cccn2c(=O)c3cc(C(=O)NCc4ccco4)c(=N)n(C(C)C)c3nc12 | -12
Cc1[nH]c2ccccc2c1C(=O)CSc1ccccc1 | -5
O=C(CN1CCC(c2nc3ccccc3s2)CC1)NCc1cccs1 | -38
CCOc1ccc(N(CC)C(=O)COc2cc(=O)n(CC)c3ccccc23)cc1 | -18
CC(CCc1ccccc1)NC(=O)c1ccncc1 (centres undefined) | -37

(list continues)
SMILES	NPY-Y2 antag	Yeast life ext	Measles CPE	Phagocytosis inh	GALR2 antag	MRP-1 activ	BB579 growth dn	E-sel TNF inh	bCat KO growth	PTEN del growth
CC1=C(C)CC(C(=O)NCC(=O)c2ccccc2)C(C(=O)O)C1 (centres undefined)	-1	-4	14	1	-16	-0.8	14	21	94	102
COc1cccc(N(CC(=O)NCCSc2ccc(Cl)cc2)S(C)(=O)=O)c1	2	-1	9	0	-7	-2.4	-41	17	91	89
CCN(CC)C(=O)Oc1ccc2ccccc2c1Cl	3	-4	14	-6	-2	0.3	-6	.	90	92
CS(=O)(=O)Nc1ccccc1C(=O)O	-1	-4	51*	0	10	-2.2	-24	-7	97	107
O=[N+]([O-])c1ccc(Cl)c(/C=N/n2c(C3CCCCC3)n[nH]c2=S)c1	1	-3	9	-1	3	-5.3	-29	31	9	13
Cc1c(Cl)cnc(NC(=O)COC(=O)c2ccc3ncsc3c2)c1Cl	3	2	8	-6	1	-2.6	-20	-14	87	100

Single records (already shown).
Profile of CCN(CC)C(=O)Oc1ccc2ccccc2c1Cl → NPY-Y2 antag: 3; Yeast life ext: -4; Measles CPE: 14; Phagocytosis inh: -6; GALR2 antag: -2; MRP-1 activ: 0.3; BB579 growth dn: -6; E-sel TNF inh: .; bCat KO growth: 90; PTEN del growth: 92
Profile of COc1cccc(N(CC(=O)NCCSc2ccc(Cl)cc2)S(C)(=O)=O)c1 → NPY-Y2 antag: 2; Yeast life ext: -1; Measles CPE: 9; Phagocytosis inh: 0; GALR2 antag: -7; MRP-1 activ: -2.4; BB579 growth dn: -41; E-sel TNF inh: 17; bCat KO growth: 91; PTEN del growth: 89
